EBI2 antag – antagonists of human EBI2 receptor | P32249 | EBI2 beta-arrestin recruitment, luminescence, 7a,25-OHC stimulated | inhibition, % at 5 µM | hit rate 0.81% among 360,000; in the data active = inhibition above about 38%;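 also: enzyme fragment complementation signal reports receptor beta-arrestin coupling in cells; 0% = agonist plus DMSO wells and 100% = wells without agonist; some results beyond the cut were filed as inactive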
Target sequence (P32249 whole entry, looked up, the tested form may be a part): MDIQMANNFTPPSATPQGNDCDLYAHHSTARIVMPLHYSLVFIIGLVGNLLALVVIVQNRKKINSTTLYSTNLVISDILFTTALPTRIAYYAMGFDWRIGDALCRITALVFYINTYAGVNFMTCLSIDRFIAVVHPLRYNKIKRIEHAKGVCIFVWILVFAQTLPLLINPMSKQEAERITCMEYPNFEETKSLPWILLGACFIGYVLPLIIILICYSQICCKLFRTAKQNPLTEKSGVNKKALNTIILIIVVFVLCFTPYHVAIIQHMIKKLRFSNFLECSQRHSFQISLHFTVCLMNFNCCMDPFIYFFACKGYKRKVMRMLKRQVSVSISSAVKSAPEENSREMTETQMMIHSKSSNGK
CCR6 antagonist – CCR6 (human) receptor antagonism; CHO-K1 CCR6 PathHunter beta-arrestin, luminescence, CCL20-stimulated; inhibition, % at 20 µM; hit rate 0.49% among 340,000;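 active = compounds whose inhibition of the agonist-driven luminescence signal at 20 µM reaches about 50%, limit read from the data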;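 also: cells stimulated with CCL20 at 14 nM final; plate controls were DMSO with CCL20 for no effect and DMSO without agonist for full effect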
Jurkat NFkB inh – lowers PMA/ionomycin-induced NF-kB signal in Jurkat cells. PMA/ionomycin-induced NF-kB luciferase reporter, luminescence. inhibition, % at 4 µM. hit rate 0.53% among 330,000. AID 435003
Apaf-1 inh – blocks human Apaf-1 apoptosome activity; reconstituted apoptosome caspase-3 activity, DEVD-Rh110 fluorescence; O14727; inhibition, % at 20 µM; AID 489030; hit rate 0.71% among 330,000; active = inhibition of at least 40% at 20 µM;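 also: plate controls were DMSO wells for no effect and DEVD-CHO caspase inhibitor wells for full effect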
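System: Apoptosome proteins | Medium: Hepes pH 7.5 with detergent and BSA | Also added: Cytochrome c trigger plus (Z-DEVD)2-Rh110 caspase-3 substrate | Incubation: 30 min compound preincubation, 50 min activation, room temperature | Detection: Rhodamine 110 fluorescence at Ex 480/Em 540 nm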
697 NFkB inh – lowers PMA/ionomycin-induced NF-kB signal in 697 B cells. 697 B-cell NF-kB luciferase reporter, 16 h. inhibition, % at 4 µM. hit rate 0.33% among 330,000. AID 435022; in the data active = inhibition above about 35%
SENP8 block – SENP8 protease inhibition; inhibition, % at 10 µM; purified SENP8, Z-RLRGG-aminoluciferin cleavage, luminescence; Q96LD8; hit rate 1.2% among 330,000
Target sequence (Q96LD8 whole entry, looked up): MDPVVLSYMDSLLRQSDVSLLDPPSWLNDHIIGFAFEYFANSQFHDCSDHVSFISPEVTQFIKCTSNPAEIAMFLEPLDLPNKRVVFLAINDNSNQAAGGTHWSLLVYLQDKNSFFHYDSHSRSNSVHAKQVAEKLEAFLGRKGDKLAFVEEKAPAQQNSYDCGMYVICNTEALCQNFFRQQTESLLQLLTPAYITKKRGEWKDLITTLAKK
Gli-Sufu antag – Gli-Sufu pathway antagonism. Sufu-KO-LIGHT fibroblasts, Gli luciferase reporter luminescence. inhibition, % at 5 µM. hit rate 0.74% among 340,000. AID 588413;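 active = inhibition above about 55%, limit read from the data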;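 also: 0% = DMSO-treated cells and 100% = wells with medium but no cells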
UBC13 inh – inhibitors of human UBC13 polyubiquitin chain formation; TR-FRET; inhibition, % at 20 µM; P61088; AID 485273; hit rate 0.47% among 330,000; in the data active = inhibition above about 45%, passing the limit was not always enough
Target sequence (P61088 whole entry, looked up): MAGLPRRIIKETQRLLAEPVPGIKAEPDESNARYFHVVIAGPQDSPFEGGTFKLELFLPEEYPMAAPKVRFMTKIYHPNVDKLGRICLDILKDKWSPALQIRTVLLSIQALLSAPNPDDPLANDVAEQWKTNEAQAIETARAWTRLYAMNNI
* hit, by the source's call; . = no result given. Rule as the data show it, unless noted: active = inhibition above about 50%; inactive = the rest. These rows are one share of the data; the hit share may differ from the screen's.

SMILES	EBI2 antag	CCR6 antagonist	Jurkat NFkB inh	Apaf-1 inh	697 NFkB inh	SENP8 block	Gli-Sufu antag	UBC13 inh
C/C(=N\NC(=O)CSc1nc2ccccc2[nH]1)c1ccncc1	-6	-8	-4	-7	18	10	-1	7
Cn1nccc1C(=O)N1CCc2c([nH]c3ccccc23)C1c1ccc(F)cc1 (stereo unspecified)	-3	1	-19	16	-18	-5	2	33
CCCC(=O)Nc1ccccc1-c1nnn(CC(=O)Nc2ccc(OCC)cc2)n1	-7	11	-9	4	-54	6	7	2
O=C(c1ccc(N2C(=O)C3CC=C(Cl)CC3C2=O)cc1)N1CCCCC1 (stereo unspecified)	-4	0	0	6	7	-1	2	-4
CCS(=O)(=O)c1ncc(CO)n1CCc1ccccc1	-2	5	-13	1	8	3	-17	4
CCC(=O)N1CCc2cc(S(=O)(=O)NC(Cc3ccccc3)C(=O)NC3CCCCC3C)ccc21 (stereo unspecified)	-7	4	-6	2	17	-1	-1	4
CCOc1cc2[nH]c(=S)n(CCN3CCCCC3C)c(=O)c2cc1OCC (stereo unspecified)	11	2	-6	3	13	0	3	13
CCOc1cc(C2C3=C(CCCC3=O)N(C)C3=C2C(=O)CCC3)cc(Cl)c1O	-9	-3	-14	4	-3	-5	-1	-4
O=C(Nc1ccc(F)cc1F)c1cc(Cl)sc1Cl	6	11	-8	3	-12	6	-13	12
CCCc1c(-c2ccc(O)cc2)nn(-c2ccc(O)cc2)c1-c1ccc(O)cc1	20	4	9	8	16	4	-17	17
COc1ccc(OCC(=O)Nc2nnc(S(=O)(=O)N3CCCCCC3)s2)cc1	-3	10	-3	13	0	6	-3	-23
O=C(O)c1ccc2c3c(cccc13)C(=O)N(c1cccc3ccccc13)C2=O	-3	9	1	4	-9	-9	-8	-10
CC(C)CC(=O)Nc1nnc(-c2ccco2)s1	-4	-4	-32	-3	-25	-2	-48	-1
CCn1c(SCC(=O)NCCc2ccccc2)nnc1C(C)C	8	2	14	-11	20	4	3	5
NC(=O)c1ccc(SCC(=O)NC2CCCCC2)c([N+](=O)[O-])c1	8	7	-13	-7	21	4	25	8
CC(Oc1ccc(S(=O)(=O)N2CCCC2)cc1[N+](=O)[O-])C(=O)NC1(C#N)CCCCC1 (stereo unspecified)	2	15	-11	16	6	-13	2	-2
c1ccc(-c2noc(CN3CCc4sccc4C3)n2)cc1	9	7	-8	0	-17	3	0	-2
COc1ccc2cc(Br)ccc2c1CC(=O)NCC1CCCO1 (stereo unspecified)	0	14	5	-2	-4	-5	-3	-13
O=C(Cn1nc(C(=O)O)c2ccccc2c1=O)NCc1ccco1	-3	2	-6	-1	5	-9	1	-8
CN(c1ccccc1)S(=O)(=O)c1cccc(C(=O)NNC(=O)c2ccccc2)c1	-5	6	9	0	-11	8	19	0

Arranged by value in 697 NFkB inh (low to high): 3 from the list above
compound	697 NFkB inh
c1ccc(-c2noc(CN3CCc4sccc4C3)n2)cc1	-17
COc1ccc(OCC(=O)Nc2nnc(S(=O)(=O)N3CCCCCC3)s2)cc1	0
CCn1c(SCC(=O)NCCc2ccccc2)nnc1C(C)C	20

Additional records:
SMILES	EBI2 antag	CCR6 antagonist	Jurkat NFkB inh	Apaf-1 inh	697 NFkB inh	SENP8 block	Gli-Sufu antag	UBC13 inh
Cc1ccc(NC(=S)C2=C(O)c3ccccc3N(C)S2(=O)=O)cc1	-4	2	9	9	-4	6	3	0
CN(C(=O)c1ccccc1)C1c2c(ccc3ccccc23)OCC1CO (stereo unspecified)	12	18	-1	8	3	0	-2	4
CC1C(c2ccccc2)C(C#N)(C#N)C2(C#N)C(=O)NC1(N)C2C (stereo unspecified)	-1	-10	6	-3	0	1	1	-3
CCOC(=O)N1CCN(C(=O)c2ccccc2NC(=O)c2ccc(OC)cc2)CC1	-18	-7	30	-13	4	-6	2	16
CCCCC(=O)C1=C(N2CCCC2)CC(C)(C)CC1=O	-5	14	-3	-1	9	2	19	3
O=C(Nc1ccc2c(c1)OCO2)C1CCCN1C(=O)Nc1ccccc1 (stereo unspecified)	8	2	-2	-4	11	0	14	-3
COc1ccc(/C=C2/SC(=S)N(CCCC(=O)Nc3ccccc3C(=O)O)C2=O)cc1	5	22	18	2	32	4	10	-1
Cn1c(NC(=O)C[n+]2cc(-c3ccccc3)n3c2CCC3)cc(=O)n(C)c1=O	-12	-8	17	-3	8	7	-6	8
O=C(c1cc(-c2ccc3c(c2)OCO3)on1)N1CCCCC1	-6	7	-92	11	-169	66*	-106	5
CN(C)/C=C/C(=O)c1cccc(Cl)c1	-6	8	-23	9	-12	-5	0	-14
CC(C)COC(=O)NCCOC(=O)Nc1cccc(Cl)c1	2	8	-3	2	-13	-4	20	7
CCCn1nc2cc(C(=O)NCC34CC5CC(CC(C5)C3)C4)ccc2c1OCC	6	16	-7	22	1	-16	-44	16
CN(C)C(CNC(=O)c1cc(-c2ccco2)nc2ccccc12)c1ccccc1 (stereo unspecified)	0	15	-6	-8	5	14	-6	5
CNS(=O)(=O)c1ccc2c(c1)oc(=O)c1cc(S(=O)(=O)NC)ccc12	8	11	-1	7	8	-4	-5	14
O=C1CN(c2ccc(Cl)cc2)C(=O)CN1NC(=S)Nc1ccc(Cl)cc1	-8	-10	7	-2	17	2	16	3
COc1ccc2c(c1)c(C(=O)N/N=C/c1cccc(Br)c1)c(C)n2C	6	18	-8	4	8	5	11	7
CCC(C)NC(=O)[C@H]1N2C(=O)c3ccccc3C2SC1(C)C (stereo partly specified)	-3	12	-13	9	9	8	6	0
CCOc1ccc(NC(=O)[C@@H](NC(=O)c2ccccc2)[C@@H](C)CC)cc1	-5	7	14	1	17	-1	3	0
Cc1ccccc1OCCSc1nc2ccccc2n1CCC(=O)O	-7	3	1	-11	-2	-8	-5	1
Cc1nn(C(=O)CCCC(=O)NCc2ccccc2)c2ccccc12	5	5	3	-5	-6	1	1	41
O=C(NCCO)N1c2ccccc2Sc2ccccc21	8	17	9	0	11	-3	-12	7
C/C(=N\Nc1nc(-c2ccccc2O)nc2ccccc12)c1ccccc1	2	-4	-16	0	-26	-13	-10	-12
COc1ccc(C(=O)NCc2nnc(SCC(=O)NC3=NCCS3)n2C)cc1	-2	-12	9	-1	17	-3	-25	5
Cc1ccc(CNC(=O)CN(C(=O)C2(C)CC(=O)N=C3C=CC=CN32)c2ccccc2F)cc1 (stereo unspecified)	-4	-2	-11	4	-8	0	-6	15
FC(F)(F)c1cccc(NC(=S)N(CCCN2CCCC2)Cc2cccn2Cc2ccc(Cl)cc2)c1	14	19	-3	-3	6	-6	-4	29
COc1ccc(NC(=O)CCNS(=O)(=O)c2ccc3c(c2)CC(C)N3C(=O)C2CC2)cc1 (stereo unspecified)	3	5	-4	3	-23	12	17	-4
CCOC(=O)c1ccc(-n2ccnc2)c(NC(=O)c2ccc(Cl)cc2)c1	1	9	-6	0	-15	-11	-4	-8
Cc1ccccc1C(=O)NC1CCN(CC(=O)N2CCCCC2C)CC1 (stereo unspecified)	4	5	6	-3	10	8	27	2
NC(=O)CC(NC(=O)Cc1cccc2ccccc12)c1ccc(N2CCN(c3ccc(F)cc3)CC2)c([N+](=O)[O-])c1 (stereo unspecified)	7	16	-10	31	2	2	-18	9
O=C(CNC(=O)c1cccs1)OCc1ccc(Br)cc1	3	2	7	1	5	-4	-8	-3
CC1(C)CC(=NOC(=O)c2ccccc2)CC(C)(C)N1O	-7	1	0	2	-4	-7	23	-2
CSc1ncc(Cl)c(C(=O)Nc2ccc(C)c(C)c2)n1	14	14	-9	19	6	-17	.	-13
CCOC(=O)Nc1cc(C)c(Cl)cc1OC	-5	7	16	-8	16	1	3	6
COc1cccc(OCC(=O)NNC(=O)c2ccc(-c3ccccc3)cc2)c1	-3	-2	-10	1	8	13	-8	-8
COc1cc(OC)c2c(-c3ccccc3)cc(=O)oc2c1C(CCN1CCOCC1)c1ccc(N(C)C)cc1 (stereo unspecified)	4	23	.	52*	-17	.	-9	.
O=C1C=C(c2ccc3[nH]ccc3c2)C[C@@H](c2ccc(Cl)cc2)C1	64*	20	5	23	5	-6	-12	12
Cc1nn(CC2CC2)c(=O)n1-c1cccc(Cl)c1	-5	-1	2	-2	-7	-5	5	-14
COc1cccc(C(C(=O)NC2CCCC2)N(Cc2ccccc2OC)C(=O)c2ccco2)c1 (stereo unspecified)	24	26	2	10	31	-3	4	4
O=C(O)CC1SC(=O)N(CC(=O)c2ccccc2)C1=O (stereo unspecified)	4	0	-1	-5	3	-4	5	9
CC1CCCN(CCCNC(=O)c2ccc(CS(=O)(=O)c3c(Cl)cccc3Cl)o2)C1 (stereo unspecified)	-7	10	-8	12	-29	3	6	-8

Single records (already shown).
CSc1ncc(Cl)c(C(=O)Nc2ccc(C)c(C)c2)n1 in the list: EBI2 antag = 14; CCR6 antagonist = 14; Jurkat NFkB inh = -9; Apaf-1 inh = 19; 697 NFkB inh = 6; SENP8 block = -17; Gli-Sufu antag = .; UBC13 inh = -13
Cc1nn(CC2CC2)c(=O)n1-c1cccc(Cl)c1 in the list: EBI2 antag = -5; CCR6 antagonist = -1; Jurkat NFkB inh = 2; Apaf-1 inh = -2; 697 NFkB inh = -7; SENP8 block = -5; Gli-Sufu antag = 5; UBC13 inh = -14

Next entries.
SMILES	EBI2 antag	CCR6 antagonist	Jurkat NFkB inh	Apaf-1 inh	697 NFkB inh	SENP8 block	Gli-Sufu antag	UBC13 inh
CCC1CCc2sc(C(=O)NCC(c3ccccc3OC)N3CCCC3)cc2C1 (stereo unspecified)	-24	10	8	49*	-21	-3	5	33
O=C(c1cc(-c2ccccc2Cl)nc2ccccc12)N1CCN(c2ccccc2O)CC1	17	11	12	24	24	-1	9	-2
O=C(O)Cn1nc2c3c(cccc3c1=O)-c1ccccc1-2	-8	7	-17	2	6	3	-2	6
COc1ccc(Cl)cc1C(=O)OCC(=O)Nc1sccc1C(N)=O	0	-4	-7	1	-4	-12	-3	18
Cc1cccc(OCCn2nc(C(=O)O)c3ccccc3c2=O)c1	1	3	7	-7	-8	3	0	6
CCN1/C(=C2\C(=O)N(C)C(=S)N2C)C=Cc2cc(OC)ccc21	-4	20	14	-3	10	3	2	-227
Cc1ccc(C2NC(=S)NC3=C2N2CCC3CC2)cc1 (stereo unspecified)	-8	6	-28	6	3	-1	-12	4
COc1cc2cc(C)nc(Cc3cccc4ccccc34)c2cc1OC	9	11	-6	14	14	6	1	6
N#Cc1c(Nc2ccccc2)sc(C(=O)c2ccc(F)cc2)c1N	7	32	1	-1	15	4	12	4
CCOC(=O)c1ccc(NC(=S)NCCC2=CCCCC2)cc1	-14	9	10	15	-25	-8	-3	-3
CCOc1ccc2[nH]cc(C(=O)NCc3ccccc3)c(=O)c2c1	20	11	-10	15	-13	-5	24	-1
O=C(c1cccc(S(=O)(=O)Nc2ccccc2Cl)c1)N1CCN(c2ccccc2O)CC1	-10	-1	-5	2	15	-6	1	12
Cc1ccc(Nc2nc(-c3cccnc3)cs2)cc1Cl	48*	-4	-113	-8	-137	-12	-68	10
Cc1nc(NC(=O)COc2ccccc2)sc1C(=O)Nc1cccc(Cl)c1	3	4	-9	14	3	2	-7	3
COC(c1ccc(Cl)cc1)(c1ccc(Cl)cc1)C(Oc1nc(C)cc(C)n1)C(=O)O (stereo unspecified)	-7	-3	12	-2	-15	-2	10	-3
Cc1ccc(C(=O)Nc2nnc(-c3ccco3)o2)cc1C	-6	11	10	8	24	-8	-5	-11
S=C(NCCN1CCOCC1)Nc1ccc(-c2nc3ccccc3[nH]2)cc1	7	6	-50	6	-69	-9	14	-6
Cc1ccc(C(=O)N2CCN(S(=O)(=O)N3CCOCC3)CC2)cc1	18	4	2	-3	15	-1	2	0
O=C(/C=C/c1ccccc1)N1CCN(c2ccc([N+](=O)[O-])c(N3CCOCC3)c2)CC1	78*	15	0	24	0	-1	25	-30

2 compounds drawn at random from the list so far, as already listed:
SMILES	EBI2 antag	CCR6 antagonist	Jurkat NFkB inh	Apaf-1 inh	697 NFkB inh	SENP8 block	Gli-Sufu antag	UBC13 inh
O=C(/C=C/c1ccccc1)N1CCN(c2ccc([N+](=O)[O-])c(N3CCOCC3)c2)CC1	78*	15	0	24	0	-1	25	-30
CCOc1ccc2[nH]cc(C(=O)NCc3ccccc3)c(=O)c2c1	20	11	-10	15	-13	-5	24	-1
